IMP-1 inhibitor: inhibitors of Pseudomonas aeruginosa IMP-1 metallo-beta-lactamase | purified IMP-1, nitrocefin hydrolysis, epi-absorbance fluorescence | AID 1556 | inhibition, % at 5.6 µM | 290,000 compounds, 0.45% hits;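 active means inhibition above the mean plus 3 SD of all compounds in the same screening run, cut at about 4.5% in these data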;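 further: 0% = IMP-1 with DMSO and 100% = DMSO wells lacking enzyme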
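System: purified IMP-1 / Input: IMP-1 dispensed at 0.2 nM / Medium: 50 mM HEPES pH 7.1, 50 µM ZnSO4, 0.05% Brij 35 / Timing: 15 min enzyme–compound preincubation, then 25 min nitrocefin reaction, 25 °C / Technique: plate fluorescence quenching by hydrolysis product, ex 480/em 530 nm / Repeats: singlicate testing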
p-CIP stab down: compounds decreasing mouse p/CIP protein stability; 290,000 compounds, 0.01% hits; Q05BA5; AID 1984; F442A p/CIP-EGFP cells, EGFP fluorescence, 16 h; decrease of EGFP signal, % at 10 µM;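 active means EGFP signal decrease of at least 30% at 10 µM or well 3 SD below plate mean, unless failing retest; inactive means the rest, including hits failing retest or dose response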; further: some compounds called inactive have numbers as strong as hits; many of its hits are not listed in these tables
NS3 helicase inh: HCV NS3 helicase inhibition; NS3 helicase DNA unwinding, Cy5 molecular beacon fluorescence; inhibition, % at 10.9 µM; 290,000 compounds, 0.56% hits;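 active means inhibition above the mean of all tested compounds plus 3 SD, set per campaign, cut at about 35% in these data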;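 further: 0% = DMSO wells and 100% = thioflavine S control wells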
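Measured by: Cy5 fluorescence, 0 and 60 min reads / Assay system: NS3 helicase fragment of HCV / Control set: low DMSO, high thioflavine S at 110 µM / Times: 1 h reaction at 25 °C, ATP-initiated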
VIM-2 inh: inhibitors of Pseudomonas aeruginosa VIM-2 metallo-beta-lactamase; 290,000 compounds, 0.89% hits; purified VIM-2, nitrocefin hydrolysis, epi-absorbance fluorescence; AID 1527; inhibition, % at 5.6 µM;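 active means inhibition above the mean of all tested compounds plus 3 SD, cutoff set per screening run, cut at about 7.5% in these data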;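 further: red hydrolysis product quenches plate fluorescence so inhibitors raise well fluorescence; 0% = enzyme with DMSO and 100% = DMSO without enzyme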
SUMO HTRF inh: blocks human SUMOylation mediated by UBC9 | P63279 | HTRF SUMOylation assay, SAE1/SAE2 + UBC9, in vitro | inhibition, % at 35 µM | 290,000 compounds, 0.36% hits; in the data active means inhibition above about 50%, passing the limit was not always enough; further: strong numbers were not always called active
IDE cell inh: inhibits human insulin-degrading enzyme in HEK cells. 320,000 compounds, 0.41% hits. AID 434962. FAbetaB cleavage, fluorescence polarization. inhibition, % at 5.59 µM. P14735;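 active means percent inhibition above the average of all tested compounds plus 3 SD, set per screening campaign, cut at about 16% in these data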;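 further: IDE supplied by intact live HEK cells; FP after avidin binding of uncleaved biotin substrate so inhibition keeps polarization high; 0% = DMSO wells and 100% = 60 µM reference IDE inhibitor Ii1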
Target sequence (P14735 whole entry, looked up): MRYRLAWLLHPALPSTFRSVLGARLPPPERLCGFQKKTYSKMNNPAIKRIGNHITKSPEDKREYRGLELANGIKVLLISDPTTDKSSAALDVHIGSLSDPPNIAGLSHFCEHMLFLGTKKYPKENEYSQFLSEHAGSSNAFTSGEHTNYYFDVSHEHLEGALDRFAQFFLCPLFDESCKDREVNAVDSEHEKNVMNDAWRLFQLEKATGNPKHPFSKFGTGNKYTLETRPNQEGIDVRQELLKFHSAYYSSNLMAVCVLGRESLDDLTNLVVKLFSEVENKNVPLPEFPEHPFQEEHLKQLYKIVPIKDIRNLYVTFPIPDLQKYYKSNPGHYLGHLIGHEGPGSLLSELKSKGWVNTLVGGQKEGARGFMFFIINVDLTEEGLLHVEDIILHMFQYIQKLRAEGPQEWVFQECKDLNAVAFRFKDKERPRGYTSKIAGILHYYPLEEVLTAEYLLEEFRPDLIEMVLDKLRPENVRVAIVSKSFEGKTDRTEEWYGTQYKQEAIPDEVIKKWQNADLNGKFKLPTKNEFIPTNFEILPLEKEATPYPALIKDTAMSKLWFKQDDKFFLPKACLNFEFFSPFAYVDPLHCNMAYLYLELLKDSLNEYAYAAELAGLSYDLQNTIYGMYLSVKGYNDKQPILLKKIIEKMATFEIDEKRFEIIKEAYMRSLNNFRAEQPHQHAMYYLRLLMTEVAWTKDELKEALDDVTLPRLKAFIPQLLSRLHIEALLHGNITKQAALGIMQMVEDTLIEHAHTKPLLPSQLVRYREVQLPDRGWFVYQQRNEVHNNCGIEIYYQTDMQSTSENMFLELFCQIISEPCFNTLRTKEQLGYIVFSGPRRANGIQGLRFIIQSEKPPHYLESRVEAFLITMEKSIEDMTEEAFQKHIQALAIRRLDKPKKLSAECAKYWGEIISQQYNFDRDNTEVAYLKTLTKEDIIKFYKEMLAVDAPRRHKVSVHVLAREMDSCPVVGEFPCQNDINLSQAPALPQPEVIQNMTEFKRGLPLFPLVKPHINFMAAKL
FID counter: displaces DNA intercalator in HCV helicase counter-screen; DNA fluorescent intercalator displacement, fluorescence; inhibition, % at 7.9 µM; 290,000 compounds, 0.17% hits; in the data active means inhibition above about 37%;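 further: 0% = vehicle and 100% = reference compound; higher means more ethidium bromide displaced from hairpin DNA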
PfM18AAP inh: blocks P. falciparum M18 aspartyl aminopeptidase | recombinant PfM18AAP, H-Glu-NHMec fluorogenic cleavage | inhibition, % at 7.35 µM | 290,000 compounds, 1.2% hits | AID 1822;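 active means inhibition above the campaign mean inhibition over all tested compounds plus 3 SD, cut at about 28% in these data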;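 further: 0% = plate median of test compound wells and 100% = 2 mM ZnCl2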
IDE cell activ: IDE (human) activation, cell-based; P14735; HEK cells, FAbeta-B cleavage, fluorescence polarization; 0% vehicle, 100% cell-free pure enzyme wells; activation, % at 5.96 µM; 340,000 compounds, 0.073% hits;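 active means activation above the mean of all tested compounds plus 3 SD, set per screening campaign, cut at about 17% in these data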
Numbers without * were called inactive; x = no result given. Rows are unselected; overall some 3.6% were active at least once.

smiles,p-CIP stab down,NS3 helicase inh,SUMO HTRF inh,PfM18AAP inh,IMP-1 inhibitor,FID counter,IDE cell activ,IDE cell inh,VIM-2 inh
CCOCCCNC(=O)CS(=O)(=O)Cc1nc(-c2cccc(OC)c2)oc1C,1,4,-2,-6,-1.4,-22,-2,0,-3.0
N#Cc1ccsc1NC(=O)CN1CCN(S(=O)(=O)c2cc(Cl)ccc2Cl)CC1,1,9,-7,-5,-3.7,-8,3,4,-1.8
Cc1ccc(C2=NS(=O)(=O)N(C)C(C(=O)NC(C)c3ccccc3)=C2)cc1 (stereo not given),1,-3,12,4,-0.8,-18,3,3,-0.1
Cc1ccc(S(=O)(=O)NC(=O)Nc2c(C)n(C)n(-c3ccccc3)c2=O)cc1,4,7,1,4,-3.7,-4,2,2,-2.6
COc1ccc(CN2CCN(C3CCSCC3)CC2CCO)c(C)c1C (stereo not given),-16,4,5,-12,-3.2,29,0,-1,-1.4
COc1ccc2c(c1)[nH]c1c(=O)n(CCN3CCCC3)cnc12,-9,0,17,-3,-0.1,6,-3,2,2.4
O=C(Nc1ccnn1C1CCN(Cc2cc(Cl)ccc2O)CC1)C1CC1,3,-4,-5,1,-0.2,1,3,0,-1.0
O=[N+]([O-])c1ccc(S(=O)(=O)N/N=C/c2cccs2)cc1,-5,-21,-3,5,-2.4,4,3,10,-1.9
O=C(CN1CCOCC1)N1CCN(c2ccc([N+](=O)[O-])cc2)CC1,-24,2,1,-7,-1.2,-1,2,-1,-2.9
O=C(Cn1c(-c2ccccc2)noc1=O)Nc1ccc(S(=O)(=O)N2CCOCC2)cc1,-2,-2,32,-4,-3.6,-12,-1,5,-1.7
CCCNC(=O)C(=O)NCC1CCCN1CC (stereo not given),-5,11,23,4,-2.3,-2,0,-1,-2.7
COc1ccc(/C=C/c2ccc(=O)n(Cc3ccccc3)n2)cc1,-12,-6,20,-11,-0.2,-21,-2,7,-0.2
Cc1ccc(S(=O)(=O)NCC(=O)OCc2nnc(-c3ccccc3)o2)cc1,-2,4,9,2,-3.1,-26,0,2,-1.4
CCOC(=O)C1CCCN(c2ncnc3c2cnn3-c2ccc(OC)cc2)C1 (stereo not given),-3,4,25,-10,-1.6,-21,-2,2,-2.3
CN1CCC(OC(=O)c2ccccc2)CC1,-8,19,-14,10,0.2,-9,3,4,-0.9
N#Cc1nc(COc2ccccc2)oc1NCCN1CCOCC1,-13,4,14,-10,-1.0,-5,7,4,-0.8
Cc1nn2c3ccccc3n(CCN3CCCCC3)c2nc1=O,-3,-4,24,0,-0.1,1,6,3,-0.6
CC(C)[C@H](NC(=O)C1CCN(S(=O)(=O)c2ccc(F)cc2)CC1)C(=O)NCc1ccncc1,-2,2,5,-10,-0.7,-14,3,3,-1.0
O=c1cc(-c2ccccc2)nc(/C=C/c2ccccc2)[nH]1,-18,3,16,7,-3.2,-1,5,-6,-0.9
CCc1nc(NCc2ccccn2)c2oc3ccccc3c2n1,-8,x,3,x,x,x,0,-4,x
CCOCCCNC(=O)NC(=O)CN1CCN(S(=O)(=O)c2ccc3c(c2)OCCO3)CC1,-18,-9,21,4,-0.1,-24,-6,-2,-1.8
C=C1C(=O)O[C@H]2C1CC[C@@](C)(O)C13C=CC(C)(C21)C1(C3)C(=O)O[C@@H]2C3C(C)=CCC3[C@](C)(O)C[C@H](OC(C)=O)C21 (stereo not given in full),-5,-4,21,-7,0.2,-22,0,0,0.2
C=CCc1ccccc1OCCNCCCOC,-2,-9,-5,-6,-1.0,5,0,-2,-0.3
O=S(=O)(c1ccc2nc(-c3ccccc3)[nH]c2c1)N1CCN(c2ccc(Cl)cc2)CC1,-1,8,27,-17,0.3,11,9,-9,-0.1

4 structures out of the list, arranged by formula weight, falling.
smiles,p-CIP stab down,NS3 helicase inh,SUMO HTRF inh,PfM18AAP inh,IMP-1 inhibitor,FID counter,IDE cell activ,IDE cell inh,VIM-2 inh
CC(C)[C@H](NC(=O)C1CCN(S(=O)(=O)c2ccc(F)cc2)CC1)C(=O)NCc1ccncc1,-2,2,5,-10,-0.7,-14,3,3,-1.0
CCc1nc(NCc2ccccn2)c2oc3ccccc3c2n1,-8,x,3,x,x,x,0,-4,x
O=c1cc(-c2ccccc2)nc(/C=C/c2ccccc2)[nH]1,-18,3,16,7,-3.2,-1,5,-6,-0.9
C=CCc1ccccc1OCCNCCCOC,-2,-9,-5,-6,-1.0,5,0,-2,-0.3

(listing goes on)
smiles,p-CIP stab down,NS3 helicase inh,SUMO HTRF inh,PfM18AAP inh,IMP-1 inhibitor,FID counter,IDE cell activ,IDE cell inh,VIM-2 inh
Cc1ccc(-c2nc3ncccn3c2NC2CCCCC2)o1,-5,-3,9,-5,-2.9,-8,1,0,-1.3
CC1CCN(C(=O)CSc2nc3cccnc3n2C)CC1,-16,9,8,8,-1.9,-10,-2,-4,-1.5
O=C(NCc1ccc2c(c1)OCO2)C1CCCN1C(=O)Nc1cccc(Cl)c1 (stereo not given),-4,1,9,-1,-2.8,-6,4,2,-2.5
CCOCCCNC(=O)Cn1nc(Cc2ccncc2)c2ccccc2c1=O,7,3,-3,-5,-2.1,-6,1,-7,-1.6
COc1ccc(OC)c(NC(=O)CCN2CCCCCC2)c1,-16,0,10,-6,-3.1,2,0,2,-2.8
CCNC(=O)N1c2ccccc2Sc2ccccc21,-11,2,20,5,-1.1,-8,6,-2,-2.1
CN1\C(=C/C=C/C=C/C=[N+](C)C)C(C)(C)c2ccccc21,-49,29,8,8,0.6,-10,-82,x,-1.3
COc1ccc2nc(Nc3nc(C)c(CCC(C)C)c(=O)[nH]3)nc(C)c2c1,-13,4,-20,0,-3.2,-1,4,7,-2.2
CC(C)CN(C(=O)CN1CCC(C)CC1)c1c(N)n(CC(C)C)c(=O)[nH]c1=O,-5,1,-14,-8,-0.6,-2,0,0,2.1
COc1cccc(CNC(=O)c2ccc(CS(=O)(=O)Cc3ccccc3C)o2)c1,4,1,3,2,-4.1,-39,-5,6,-2.4
CC(=O)N(Cc1ccccc1)Cc1cn(CCC#N)nc1-c1cccc([N+](=O)[O-])c1,6,-3,-5,1,-1.8,-19,2,-2,-1.8
Cc1ccc(OCC(=O)c2cc(C)n(Cc3cccs3)c2C)c([N+](=O)[O-])n1,-10,-3,19,22,0.3,-11,0,2,2.0
Cc1cc(N2CC(C(=O)NCc3cccs3)CC2=O)ccc1C(C)C (stereo not given),-13,2,16,-12,-6.6,-31,5,3,-8.4
COc1c2ccoc2nc2c(OC)c(OCC(O)C(C)(C)O)ccc12 (stereo not given),2,4,15,5,-3.7,-11,8,2,0.6
COc1ccc(C(C(=O)NC2CCCC2)N(C(=O)Cc2cccs2)C2CC2)cc1OC (stereo not given),6,0,-12,-3,-1.5,-29,0,3,0.9
CCCc1nc2ccc(NC(=O)c3ccco3)cc2c(=O)n1Cc1ccccc1Cl,10,4,-7,5,-6.2,-2,2,-2,-1.8

Random excerpt: 4 entries already listed, in no set order.
smiles,p-CIP stab down,NS3 helicase inh,SUMO HTRF inh,PfM18AAP inh,IMP-1 inhibitor,FID counter,IDE cell activ,IDE cell inh,VIM-2 inh
Cc1ccc(S(=O)(=O)NCC(=O)OCc2nnc(-c3ccccc3)o2)cc1,-2,4,9,2,-3.1,-26,0,2,-1.4
Cc1ccc(C2=NS(=O)(=O)N(C)C(C(=O)NC(C)c3ccccc3)=C2)cc1 (stereo not given),1,-3,12,4,-0.8,-18,3,3,-0.1
N#Cc1ccsc1NC(=O)CN1CCN(S(=O)(=O)c2cc(Cl)ccc2Cl)CC1,1,9,-7,-5,-3.7,-8,3,4,-1.8
COc1ccc2c(c1)[nH]c1c(=O)n(CCN3CCCC3)cnc12,-9,0,17,-3,-0.1,6,-3,2,2.4

The list goes on:
smiles,p-CIP stab down,NS3 helicase inh,SUMO HTRF inh,PfM18AAP inh,IMP-1 inhibitor,FID counter,IDE cell activ,IDE cell inh,VIM-2 inh
CCCCNC(=O)c1ccccc1Cl,-2,0,4,3,-2.1,-3,2,3,-3.0
COc1cccc(N(C(=O)c2snc(C(N)=O)c2N)C(C(=O)NCC2CCCO2)c2c[nH]c3ccccc23)c1 (stereo not given),-7,-19,-4,4,-3.4,-43,2,5,-0.5
CCOC(=O)CNC(=O)c1cnc(Nc2ccccc2OC)c2ccccc12,-5,4,10,5,-3.3,-21,5,-2,-3.8
CC(=O)c1sc2nc(C)cc(C)c2c1N,-8,-4,18,-9,-0.5,2,-3,-1,2.9
Cn1c(Cn2cnc([N+](=O)[O-])n2)nnc1SCC(=O)Nc1ccc(Br)cc1,-10,1,16,-3,-2.9,3,-1,2,-3.1
CCNc1nc(Oc2ccc(F)cc2)cc(C(F)(F)F)n1,-7,2,-15,3,-3.5,0,3,3,-3.6
O=C(CN(Cc1cccs1)C(=O)c1csnn1)NC1CCCC1,4,1,8,2,-2.0,0,2,3,-3.2
COC(=O)c1c(Cl)c2n3ccccc3c(C)c(-c3ccccc3)c-2c1C(=O)OC,-15,12,18,-3,-2.7,-1,-3,4,2.9
N=C1/C(=C\c2ccc(OCc3ccccc3)cc2)C(=O)N=C2SC(N3CCCC3)=NN12,0,3,13,10,-2.5,-15,x,x,-2.4
CCOc1ccc(NC(=O)C(=O)NCC2CCCN2CC)cc1 (stereo not given),-10,10,10,-13,-3.0,6,8,3,-0.5
O=C(Nc1ccncc1)Nc1ccc(F)cc1,-12,4,-4,-8,-3.1,4,-2,x,-2.6
CC(=O)N1CCc2cc(S(=O)(=O)NCCCN3CCN(Cc4ccccc4)CC3)ccc21,-5,-2,17,-1,-5.5,6,2,3,-4.8
CN(C)C(=S)NCc1ccccc1,-9,4,30,3,-1.1,1,1,5,-3.4
COc1ccc(S(=O)(=O)Nc2ccc3c(c2)COC3=O)cc1OC,-3,-11,28,0,-1.8,0,2,-5,-2.7
O=C(CN1C(=O)c2ccccc2S1(=O)=O)NC1CC2CCC1C2 (stereo not given),-13,-2,3,-3,0.3,-1,-1,2,-0.5
Cc1ccc(-c2nnc(Nc3ccccc3)o2)cc1,-6,-5,-4,0,-1.4,-5,3,5,-2.1
C=CCSC(=S)NC1CCS(=O)(=O)C1 (stereo not given),-7,-4,1,0,-2.1,-6,3,8,-0.6
NC(=O)CSc1nnc(-c2cc(-c3ccc(Cl)cc3)nc3ccccc23)o1,6,9,15,-13,0.5,-11,4,1,0.9
Cc1cc(Nc2ccc(C)c(C)c2)n2nc(C)nc2n1,-26,3,9,-4,-1.8,-10,2,5,16*

Shown with values under each structure: entries from further up.
Values run as follows: p-CIP stab down | NS3 helicase inh | SUMO HTRF inh | PfM18AAP inh | IMP-1 inhibitor | FID counter | IDE cell activ | IDE cell inh | VIM-2 inh
O=C(Nc1ccncc1)Nc1ccc(F)cc1
→ -12 | 4 | -4 | -8 | -3.1 | 4 | -2 | x | -2.6
CC(=O)N1CCc2cc(S(=O)(=O)NCCCN3CCN(Cc4ccccc4)CC3)ccc21
→ -5 | -2 | 17 | -1 | -5.5 | 6 | 2 | 3 | -4.8

From PubChem BioAssay
